# Source: PubChem BioAssay (National Center for Advancing Translational Sciences (NCATS))
# HP1b chromo inh: inhibitors of HP1-beta chromodomain binding to methylated histone tails; AlphaScreen HP1-beta / biotin-H3K9me3 peptide binding; 390,000 compounds, 0.56% hits; P83916; Potency, µM (highest dose often 114 µM), for the others: top-dose activity change, negative = inhibition, most hits filed as inhibitors; AID 540317; note: potency is the fitted concentration of half-maximal effect; nearly all actives have a fitted effect of over 70% in size; inactives centre near 23
#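 AlphaScreen: HP1-beta (50 nM) preformed 30 min with biotin-H3(1-18)K9me3 peptide (50 nM) in PBS pH 7.4, 0.01% Tween-20. Compound added for 30 min at RT, then streptavidin donor/nickel chelate acceptor beads (10 ug/mL) for 30 min.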
# G9a block: G9a (human) methyltransferase inhibition. Potency, µM (top dose mostly 102 µM), for the others: at the highest dose activity, negative = inhibition, usual class: inhibitors. G9a H3K9 monomethylation, AlphaScreen, 2 h. 350,000 compounds, 8.8% hits; note: potency is the fitted concentration of half-maximal effect; % is set by controls: 0 for no effect and ±100 for the full control effect; nearly all actives have a fitted effect of over 75% in size
# Target sequence (Q96KQ7 913-1193 limits assumed): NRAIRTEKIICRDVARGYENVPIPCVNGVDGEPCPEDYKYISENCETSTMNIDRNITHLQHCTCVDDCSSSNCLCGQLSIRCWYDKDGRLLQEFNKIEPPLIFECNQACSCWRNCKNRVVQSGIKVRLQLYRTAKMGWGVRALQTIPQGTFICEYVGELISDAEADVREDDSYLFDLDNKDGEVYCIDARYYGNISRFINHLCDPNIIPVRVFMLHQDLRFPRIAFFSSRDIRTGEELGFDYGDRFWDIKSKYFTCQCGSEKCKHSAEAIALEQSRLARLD
#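 AlphaScreen detection with an anti-monomethyl H3K9 antibody quantified product after a 2 h room-temperature reaction containing 500 nM biotinylated H3K9 peptide, 20 µM SAM and 20 nM enzyme, which had been preincubated 15 min with compound.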
# PI4K2A inh: blocks human PI4K2A kinase activity; Q9BTU6; purified PI4K2A, ADP-Glo luminescence, 1 h; active compounds read low; activity change, negative = inhibition, % at 76.9 µM; 420,000 compounds, 0.13% hits; AID 1346378; in the data active = activity change below about -50%; inconclusive = mostly about -30% to -49%;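 note: -100% = wells without enzyme as full effect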
#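 In this quantitative HTS, ADP production by PI4K2A was quantified luminescently after 1 h at ambient temperature; 100 microM adenosine served as plate-quality control.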
# GLS inhibitor: inhibitors of human glutaminase (GLS) | O94925 | GLS enzymatic activity, qHTS titration | Potency, µM (highest dose often 45.5 µM), without a hit: top-dose activity change, negative = inhibition, usual class: inhibitors | 410,000 compounds, 0.21% hits | AID 624170; note: potency is the fitted concentration of half-maximal effect; % is set by controls: 0 for no effect and ±100 for the full control effect
# Target sequence (O94925 whole entry, looked up): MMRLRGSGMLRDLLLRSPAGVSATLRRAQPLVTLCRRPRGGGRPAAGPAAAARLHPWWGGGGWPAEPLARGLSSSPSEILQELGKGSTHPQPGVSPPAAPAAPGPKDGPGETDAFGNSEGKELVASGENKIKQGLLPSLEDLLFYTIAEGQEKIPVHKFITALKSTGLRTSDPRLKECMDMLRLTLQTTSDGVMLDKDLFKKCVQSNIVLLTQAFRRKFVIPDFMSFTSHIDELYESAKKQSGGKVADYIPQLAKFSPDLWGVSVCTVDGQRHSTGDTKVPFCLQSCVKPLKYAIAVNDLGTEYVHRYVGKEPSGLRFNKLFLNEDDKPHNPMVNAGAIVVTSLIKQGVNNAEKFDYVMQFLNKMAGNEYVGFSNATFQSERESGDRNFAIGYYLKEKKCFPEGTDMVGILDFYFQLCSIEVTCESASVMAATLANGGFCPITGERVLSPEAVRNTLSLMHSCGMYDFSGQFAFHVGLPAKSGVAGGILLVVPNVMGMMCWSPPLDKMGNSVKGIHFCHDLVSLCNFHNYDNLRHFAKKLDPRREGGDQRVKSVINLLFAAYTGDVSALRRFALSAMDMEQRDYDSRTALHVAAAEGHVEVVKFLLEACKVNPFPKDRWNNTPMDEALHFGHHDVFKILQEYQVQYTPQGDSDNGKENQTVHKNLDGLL
#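 hKGA in 45 mM KH2PO4 (pH 8.2), 0.02% Tween-20 with compound, then 1mM L-Glutamine (stock as added) plus glutamate oxidase/HRP/Amplex red coupling mix. Fluorescence read initially and after 30 min at RT; signal change reflects glutamate formation.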
# RGS4 inhibitor: human RGS4 inhibition; 390,000 compounds, 0.039% hits; Transcreener GDP fluorescence polarization, RGS4-accelerated GTP hydrolysis; Potency, µM (top dose mostly 114 µM), inactives show at the highest dose activity change, negative = inhibition, hits mostly inhibitors; P49798; AID 504845; note: potency is the fitted concentration of half-maximal effect; % is set by controls: 0 for no effect and ±100 for the full control effect; nearly all actives have a fitted effect of over 75% in size; some results filed as inactive show a strong effect at the top dose
#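 MLSMR compounds (23 nl, pin-transferred) preincubated 10 min at room temperature with a 500nM (2x) first reagent, then RGS4 at 900nM (2x) plus Transcreener GDP mix added; fluorescence polarization (620/688 nm) read before and after 90 min at 30 °C.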
# BAZ2B block: inhibitors of human BAZ2B bromodomain; Q9UIF8; AlphaScreen BAZ2B-H3K14Ac peptide displacement; Potency, µM (titrated, usually from 114 µM), for the others: top-dose activity change, negative = inhibition, actives largely listed as inhibitors; 360,000 compounds, 4.4% hits; AID 504333; note: potency is the fitted concentration of half-maximal effect; % is set by controls: 0 for no effect and ±100 for the full control effect; nearly all actives have a fitted effect of over 60% in size
#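 AlphaScreen luminescence quantifies BAZ2B engagement of H3K14Ac peptide; the protein and biotinylated peptide are both at 50 nM final, buffer PBS pH 7.4 with 0.01% Tween-20, all steps at room temperature.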
# JMJD2A Tudor: JMJD2A Tudor domain (human) inhibition; O75164; AlphaScreen JMJD2A-Tudor / H3K4me3 peptide binding; Potency, µM (doses to about 114 µM), for the others: at the highest dose activity change, negative = inhibition, actives largely listed as inhibitors; 390,000 compounds, 4.4% hits; AID 504339; note: potency is the fitted concentration of half-maximal effect; % is set by controls: 0 for no effect and ±100 for the full control effect; nearly all actives have a fitted effect of over 50% in size
# ERG-DNA inh: inhibitors of human ERG Ets domain-DNA interaction; P11308; fluorescence polarization, His-ERG Ets domain / labelled DNA; Potency, µM (series often up to 76.9 µM), for inactives: top-dose FP activity, negative = inhibition, most hits filed as inhibitors; 370,000 compounds, 0.028% hits; active = well fitted inhibition curve with a large enough effect in the polarisation, with a control signal flat; inconclusive = small, poorly fitted or top-dose-only effect, or effect the other way, or a change in a side signal; inactive = no such curve, though single readings can be large or run the other way; the % refers to the polarisation;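 note: polarization taken with two DNA probes labelled with fluorescein and Texas red; potency is the fitted concentration of half-maximal effect; % of control where 0% means no effect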
#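 His-tagged ERG Ets domain (1 uM in the protein solution; 300mM KCl, 50mM Tris-HCl, 1mM EDTA, 1mM DTT, pH 7.5) received compound, then a probe mix of 5 nM fluorescein-DNA and 100nM Texas-615-DNA. Fluorescence polarization was read for both dyes.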
# ALOX12 inh: inhibitors of human 12S-lipoxygenase ALOX12; P18054; purified 12hLO, xylenol orange hydroperoxide absorbance; Potency, µM (doses to about 108 µM), for inactives: top-dose activity change, negative = inhibition, most hits filed as inhibitors; 580,000 compounds, 1.1% hits; note: potency is the fitted concentration of half-maximal effect; % is set by controls: 0 for no effect and ±100 for the full control effect
#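 Purified human 12hLO at 150 nM in 25 mM Hepes, 0.01% Triton X-100, pH 7.0, preincubated 15 min at room temperature with compound. Reaction started with 40 uM arachidonic acid, 30 min at room temperature. Hydroperoxide measured by Fe-xylenol orange, 573/405 nm absorbance ratio.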
# Starred values were filed as active, the others as inactive; i = inactive; ? = inconclusive; . = no result given; & = joins results of further samples; [ ] = another dose, or the depositor's remark. Unless noted, calls come from the whole dose curve; as a rule, active = well fitted curve in the direction sought with a large enough effect; inconclusive = small, poorly fitted or top-dose-only effect, or another doubt; inactive = no such curve, though single readings can be large; an effect the other way counts as inactive or inconclusive. The list is partial (hit frequency here may not be typical).
SMILES,HP1b chromo inh,G9a block,PI4K2A inh,GLS inhibitor,RGS4 inhibitor,BAZ2B block,JMJD2A Tudor,ERG-DNA inh,ALOX12 inh
C/C(=N/O)c1cc(C(C)(C)C)c(O)c(C(C)(C)C)c1,28%,0%[59 µM],3,6%,18%,5%,-11%,-2%,0%
CN1CCN(C(=O)c2ccccc2NS(=O)(=O)c2ccc(F)cc2)CC1,28%,-48%[59 µM],1,12%,7%,2%,-4%,-3%,5%
Cc1ccc(NC(=O)Cn2nnc(-c3ccc4c(c3)OCO4)n2)cc1F,22%,12%,3,-7%,-20%,-19%,-9%,3%,-7%
COC(=O)c1ccccc1NC(NC(=O)c1ccco1)C(=O)c1ccc(C)cc1 (configuration not stated),19%,2%,1,-3%,-14%,5%,-15%,4%,-21%
C[C@H]1C[C@H]2[C@@H]3CCC4=CC(=O)C=C[C@]4(C)[C@@]3(Cl)[C@@H](O)C[C@]2(C)[C@@]1(O)C(=O)CO,24%,1%[59 µM],1&1,-4%&1%,-21%,-12%,-8%,-15%,-9%
C=CCC(NCc1ccccc1)c1ccco1 (configuration not stated),15%,3%[59 µM],0,6%,7%,1%,-11%,-17%,2%
CN(CC(=O)Nc1ccccn1)S(=O)(=O)c1ccc(Cl)cc1,28%,11%[59 µM],0,1%,9%,9%,1%,2%,0%
CCS(=O)(=O)n1nc(-c2ccc(C)cc2)nc1N,42%[activator],-11%[12.7 µM],-5,4%,-32%,6%,5%,2%,33%[activator]
CCC(=O)N1CCc2cc(S(=O)(=O)NC(C(=O)Nc3cc(OC)cc(OC)c3)C(C)C)ccc21 (configuration not stated),45%[activator],6%[59 µM],-1,-2%,7%,.,-22%,-2%,-21%
CCOc1ccc(CCNC(=O)CN2C(=O)COc3ccc(S(=O)(=O)N4CCC(C)CC4)cc32)cc1,25%,10%[59 µM],-7,6%,-5%,-6%,-6%,-4%,-9%
CC1SC(c2ccccc2)N(CC(O)c2ccc([N+](=O)[O-])cc2)C1=O (configuration not stated),49%[activator],-30%,6,-8%,-38%,-2%,-20%,2%,-5%
CC(=O)OC1CC2(C)C(C(C)=O)CCC2C2CCC3=CC(=O)CCC3(C)C12 (configuration not stated),16%[57 µM],.,3,-17%,-6%,.,-11%,4%,12%
O=S(=O)(Nc1cccc(-c2nnco2)c1)c1ccc(F)cc1F,32%,-4%,-13,0%,3%,5%,2%,-1%,114%[activator]
O=C(NC1=NCCS1)c1cc(Cl)ccc1Cl,52%[activator],?,1,-5%,4%,?,-6%,8%,11%
C[C@H](CO)N1C[C@H](C)[C@@H](CN(C)C(=O)Nc2ccccc2)Oc2c(NC(=O)Nc3ccc4c(c3)OCO4)cccc2C1=O,32%,.,-2,8%,-26%,.,-23%,-3%,0%
CC(=O)c1c(C)[nH]c(C(=O)Nc2cc(F)ccc2C)c1C,25%,21%,2,3%,4%,-5%,-3%,-14%,-4%
Cc1cccc(NC(=O)N2C3CCCC2CC(NC(=O)C2CC2)C3)c1 (configuration not stated),15%,-12%,-2,13%,22%,-1%,-7%,6%,2%
COc1ccc(NC(=O)CCC(=O)c2ccc(Cl)cc2)cn1,12%,-10%[2.33 µM],7,-13%,13%,?,?,-3%,?
CCOc1cc2[nH]c(=S)n(CCC(=O)N3CCc4ccccc4C3)c(=O)c2cc1OCC,44%[activator],12%[12.7 µM],6,.,-24%,3%,13%,-16%,-13%
COc1ccc2[nH]c3c(c2c1)CCN1C(=O)C(CC(=O)NCCCn2ccnc2)C[C@H](C(=O)N2CCOCC2)[C@@]31C (some centres not stated),26%,.,-1,18%,16%,.,-12%,-7%,5%
C[C@H](O)[C@@H]1C(=O)N2CCc3ccc(N4CCN(C)CC4)cc3[C@@H]2C[C@@H]1N(C)C(=O)Nc1cc(Cl)cc(Cl)c1,-6%,.,1,18%,-14%,.,-33%,-10%,-1%
CCCCNc1nc2c(S(=O)(=O)c3ccccc3)nnn2c2ccccc12,38%,-20%,3,-2%,-2%,-5%,-12%,-3%,-2%
O=C(COC(=O)c1ccccc1NCCO)NNC(=O)c1cccs1,7%,-46%,-1,2%,-2%,-2%,-5%,5%,-29%
Cc1cccc(C(=O)OCc2cc(=O)n3nc(-c4cccs4)sc3n2)c1,8%,31%[59 µM],-11,-4%,13%,?,-35%,3%,-11%

# Results in RGS4 inhibitor, for two of the compounds above:
Molecule,RGS4 inhibitor
C[C@H](O)[C@@H]1C(=O)N2CCc3ccc(N4CCN(C)CC4)cc3[C@@H]2C[C@@H]1N(C)C(=O)Nc1cc(Cl)cc(Cl)c1,-14%
CCCCNc1nc2c(S(=O)(=O)c3ccccc3)nnn2c2ccccc12,-2%

# The listing picks up, starting 6 compounds before the break.
SMILES,HP1b chromo inh,G9a block,PI4K2A inh,GLS inhibitor,RGS4 inhibitor,BAZ2B block,JMJD2A Tudor,ERG-DNA inh,ALOX12 inh
CCOc1cc2[nH]c(=S)n(CCC(=O)N3CCc4ccccc4C3)c(=O)c2cc1OCC,44%[activator],12%[12.7 µM],6,.,-24%,3%,13%,-16%,-13%
COc1ccc2[nH]c3c(c2c1)CCN1C(=O)C(CC(=O)NCCCn2ccnc2)C[C@H](C(=O)N2CCOCC2)[C@@]31C (some centres not stated),26%,.,-1,18%,16%,.,-12%,-7%,5%
C[C@H](O)[C@@H]1C(=O)N2CCc3ccc(N4CCN(C)CC4)cc3[C@@H]2C[C@@H]1N(C)C(=O)Nc1cc(Cl)cc(Cl)c1,-6%,.,1,18%,-14%,.,-33%,-10%,-1%
CCCCNc1nc2c(S(=O)(=O)c3ccccc3)nnn2c2ccccc12,38%,-20%,3,-2%,-2%,-5%,-12%,-3%,-2%
O=C(COC(=O)c1ccccc1NCCO)NNC(=O)c1cccs1,7%,-46%,-1,2%,-2%,-2%,-5%,5%,-29%
Cc1cccc(C(=O)OCc2cc(=O)n3nc(-c4cccs4)sc3n2)c1,8%,31%[59 µM],-11,-4%,13%,?,-35%,3%,-11%
O=C(COC(=O)c1cc[n+]([O-])cc1)Nc1ccc(Cl)c(C(F)(F)F)c1,35%,.,-5,1%,28%,.,0%,19%,-29%
Cc1cccc(CNC(=O)CCCN2C(=O)c3cccnc3Oc3ccccc32)c1,26%,-2%[59 µM],-3,1%,-2%,-1%,-1%,-3%,?
Nc1nc2ccccc2n1CCOc1ccc(Cl)cc1,45%[activator],-14%,-3,-11%,13%,-26%,-19%,8%,i
CC(C)(C)NC(=O)C(OC(=O)c1cccs1)c1ccc(F)cc1 (configuration not stated),62%[activator],27%,-5,-4%,-19%,.,4%,5%,-2%
Cc1ccc2c(c1)CCCN2C(=O)C1CCCO1 (configuration not stated),22%,-51%,-1,1%,12%,10%,1%,-3%,?
COCCN(C(=O)COC(=O)c1cc2ccccc2cc1O)c1c(N)n(Cc2ccccc2)c(=O)[nH]c1=O,9%,-1%[0.501 µM],5,-5%,-21%,-23%,-29%,6%,4%
O=C(COc1nncc2ccccc12)NCCC1=CCCCC1,54%[activator],?,0,-14%,55%[activator],17%,1%,-5%,-5%
CCOC(=O)CSc1nc(C2CC2)nc2ccccc12,24%,11%[12.7 µM],1,26%,12%,75%[activator],9%,.,-13%
CSc1nnc(-c2ccccc2Cl)o1,67%[activator],26%[59 µM],8,6%,19%,0%,13%,-1%,425%[activator]
Cc1ccc(-n2nc(-c3cccnc3)cc2C(=O)N2CCOCC2)c(C)c1,1%,45µM*,-10,-12%,-50%,-33%,-24%,2%,?
COc1ccc(-n2nc(C(=O)NCC(=O)NCc3ccc(F)cc3)c3ccccc3c2=O)c(OC)c1,26%,19%[59 µM],31,-3%,1%,11%,-9%,-2%,0%
Cc1cc(C)[n+]2n1C(=O)C(c1ccccc1)=C2[O-],3%&16%,3%,-1&0,-4%&-2%,30%&-13%,?,-7%&-13%,2%&-5%,-5%&4%
O=C(CNC(=O)c1ccc(OC(F)F)cc1)NCc1ccccn1,16%,40%[59 µM],3,0%,5%,-1%,-16%,-14%,-3%
O=C(N/N=C/c1cccs1)/C(=C/c1ccccc1)NC(=O)c1ccccc1,31%,15%[59 µM],-4,7%,-11%,2%,-10%,2%,0%
O=C(COC(=O)CCC(=O)c1cccs1)NC(=O)c1ccc(OC(F)F)cc1,33%,6%,-4,3%,-1%,.,-4%,-8%,-14%
Cc1c(C(=O)NC2CCCc3ccccc32)oc2ccc(S(=O)(=O)N3CCCCC3)cc12 (configuration not stated),34%,-10%,1,-5%,-20%,-2%,-5%,5%,-2%
CCCCOCP(=O)(CC)COCCCC,8%,23%[12.7 µM],-14,4%,9%,9%,-18%,-1%,0%
CCC1(c2ccccc2)NC(=O)N(CC(=O)NNC(=O)c2ccc(F)cc2)C1=O (configuration not stated),32%,6.3µM*,2,12%,-13%,7%,-14%,-2%,?
